Screening data as filed in PubChem BioAssay.
hERG WT inh – qHTS for Inhibitors of KCHN2 3.1: Wildtype qHTS | Voltage-gated inwardly rectifying potassium channel KCNH2 (Homo sapiens), Q12809 | U2OS, BacMam KCNH2, thallium flux FluxOr; stronger effect = lower value | activity change, % at 1.84 µM | 340,000 compounds, 0.37% hits;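 active means maximum activity change below -70%; inconclusive means maximum activity change between -70% and -50%; inactive means maximum activity change above -50%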; further: on the % scale 0 is the no-effect control and ±100 the full control effect
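U2OS cells transduced with wild-type KCNH2 virus are loaded with FluxOr dye for 45 min, and thallium flux is measured in kinetic reads before and after stimulation buffer. Rate constants are normalized to DMSO controls.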
A-T KAP1 phos – qHTS Assay for Identifying a Potential Treatment of Ataxia-Telangiectasia; 320,000 compounds, 0.19% hits; Potency, µM (top dose mostly 57.5 µM), for the others: top-dose activation, hits mostly activators; […] A-T fibroblasts, KAP-1 phosphorylation AlphaLISA; neocarzinostatin DNA damage 30 min before lysis; further: potency means the concentration at half of the fitted maximal effect; % of control where 0% means no effect; nearly all actives have a fitted effect of over 45% in size
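hTERT-immortalized A-T patient fibroblasts ([…]), 500 cells/well in OPTI-MEM, 1% FBS, got compounds for 60 min, then NCS for 30 min at 37C. Lysates were then assayed for phospho-KAP-1 by AlphaLISA (anti-pKAP1 donor, anti-KAP1 acceptor beads), 6 hr at 25C.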
TRPV1 agonist – HTS Assay for Compounds that Act as Agonists of the Vanilloid Receptor 1; Transient receptor potential cation channel subfamily V member 1 (Homo sapiens), Q8NER1; TRPV1-expressing cells, Fluo-8 calcium influx, agonist mode; activation, % at 8.33 µM; 320,000 compounds, 0.19% hits; in the data active means activation above about 80%; inconclusive means between about 30% and that limit; further: 0% is about no effect
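Fluo-8 calcium influx in TRPV1-expressing cells, kinetic read (ex 480/em 520 nm). Compound added and read 3 min for agonist activity, followed by capsaicin at EC20 final and 2 min further read for enhancement.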
ELG1 repair inh – qHTS screen for small molecules that inhibit ELG1-dependent DNA repair in human embryonic kidney (HEK293T) cells expressing luciferase-tagged ELG1 | HEK293T ELG1-luciferase reporter, luminescence, 16 h; DNA damage induced by 5-fluorouridine | Potency, µM (highest dose often 46.1 µM), for the others: at the top dose activity change, negative = inhibition, hits mostly inhibitors | 330,000 compounds, 2.3% hits; further: potency means the concentration at half of the fitted maximal effect; on the % scale 0 is the no-effect control and ±100 the full control effect; nearly all actives have a fitted effect of over 55% in size
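Quantitative HTS, concentration-response format. 2,000 cells/well co-treated with 5-fluorouridine and compound, 16 hr in 5% CO2 at 37 °C; ONE-Glo luminescence read after 30 min.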
USP2a inh – qHTS Assay for Inhibitors of Ubiquitin-specific Protease USP2a Using CHOP2 as the Reporter | Ubiquitin carboxyl-terminal hydrolase 2 (Homo sapiens), O75604 | USP2 core, Ub-CHOP2 coupled fluorogenic reporter, 485/531 | Potency, µM (highest dose often 38.3 µM), inactives show at the highest dose activity change, negative = inhibition, usual class: inhibitors | 330,000 compounds, 0.01% hits;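 further: potency means the concentration at half of the fitted maximal effect; plate controls were DMSO wells for no effect and full inhibition by NEM control for full effect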
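Deubiquitinase activity read as fluorescence (485/531 nm) after Ub-CHOP2 cleavage activates the enterokinase reporter on its substrate; USP2 core 10nM, Ub-CHOP2 and substrate 25nM each, 30min compound preincubation then 60min RT; data normalized to NEM, curves fitted.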
TCR act – Activators of T cell receptors: qHTS campaign | AID 504894, 2011 | 330,000 tested, under 10 active | primary human leukocytes, anti-CD3, IL-2 HTRF, 48 h | Potency, µM (titrated, usually from 9.22 µM), without a hit: top-dose activation of IL-2 secretion, most hits filed as activators; further: % of control where 0% means no effect
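48 hr co-incubation of compounds, a-CD3 beads and primary human leukocytes; IL-2 quantified homogeneously by HTRF with anti-IL-2 K and d2 conjugates.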
TSHR antag – Antagonists of the Thyroid Stimulating Hormone Receptor: HTS campaign; TSHR-expressing cells, TSH-stimulated cAMP HTRF, 2 h; stronger effect = lower value; 330,000 compounds, 0.2% hits; Thyrotropin receptor (Homo sapiens), P16473; activity change, negative = inhibition, % at 11.5 µM;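 active means activity change below a set negative limit, meaning inhibition stronger than a set level, cut at about -70% in these data; inconclusive means activity change between two set negative limits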; further: on the % scale 0 is the no-effect control and ±100 the full control effect
Target sequence (P16473 whole entry, looked up): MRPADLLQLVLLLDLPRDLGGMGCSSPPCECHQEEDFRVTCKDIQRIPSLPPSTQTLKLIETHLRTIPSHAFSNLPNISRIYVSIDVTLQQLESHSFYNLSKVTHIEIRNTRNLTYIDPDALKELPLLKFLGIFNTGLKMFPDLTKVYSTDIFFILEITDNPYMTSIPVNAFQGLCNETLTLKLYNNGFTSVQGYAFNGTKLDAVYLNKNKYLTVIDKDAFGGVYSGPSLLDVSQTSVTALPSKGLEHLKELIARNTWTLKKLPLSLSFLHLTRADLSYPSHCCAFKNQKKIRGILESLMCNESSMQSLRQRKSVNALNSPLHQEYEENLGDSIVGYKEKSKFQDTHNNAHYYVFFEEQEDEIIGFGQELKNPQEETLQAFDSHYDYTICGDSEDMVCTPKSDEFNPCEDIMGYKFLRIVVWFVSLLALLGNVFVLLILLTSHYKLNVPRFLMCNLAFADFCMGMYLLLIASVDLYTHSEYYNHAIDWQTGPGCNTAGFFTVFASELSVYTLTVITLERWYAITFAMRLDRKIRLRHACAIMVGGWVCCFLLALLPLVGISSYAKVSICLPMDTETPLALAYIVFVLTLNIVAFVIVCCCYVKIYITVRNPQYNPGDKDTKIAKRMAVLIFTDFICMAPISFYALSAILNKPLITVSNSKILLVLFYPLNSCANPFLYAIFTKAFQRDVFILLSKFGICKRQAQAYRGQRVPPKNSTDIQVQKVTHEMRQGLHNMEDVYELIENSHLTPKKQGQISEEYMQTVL
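Cell-based HTRF cAMP assay; TSHR cells + compound, TSH EC80 (4nM final), 2 h, 37 deg C. Lysis with anti-cAMP cryptate and cAMP-d2, 30 min RT, read 665/620 nm.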
Eya2 phos inh – qHTS Assay for Inhibitors of the Phosphatase Activity of Eya2; Protein phosphatase EYA2 (Homo sapiens), O00167; recombinant Eya2, OMFP fluorescence dephosphorylation (OMFP is methylfluorescein phosphate); Potency, µM (top dose mostly 76.9 µM), for inactives: at the top dose activity, negative = inhibition, hits mostly inhibitors; 330,000 compounds, 0.006% hits; further: potency means the concentration at half of the fitted maximal effect; on the % scale 0 is the no-effect control and ±100 the full control effect
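Eya2 (0.2 uM) preincubated 10 min at ambient with compound, then OMFP substrate added at 50 uM; 10 min reaction in 50 mM HEPES pH 7.5, 50 mM NaCl, 5 uM MgCl2, 0.05% BSA, 1 mM DTT. Fluorescence read at Ex 485/Em 525 nm.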
KCNH2 3.1 inh – qHTS for Inhibitors of KCHN2 3.1: Mutant qHTS | 340,000 compounds, 0.95% hits | Potassium voltage-gated channel subfamily H member 2, brain isoform KCNH2 3.1 (human) | activity change, % (tested at about 1.8 µM) | U2OS KCNH2 3.1, thallium flux FluxOr; stronger effect = lower value;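 active means maximum activity change below -70%; inconclusive means maximum activity change from -70% to -50%; inactive means maximum activity change above -50%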;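 further: thallium influx rate constant from kinetic fluorescence after stimulation buffer; on the % scale 0 is the no-effect control and ±100 the full control effect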
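Thallium flux via FluxOr fluorescence (Red40 quencher, 45 min loading) in U2OS cells virally expressing the KCNH2 3.1 isoform (1.77 x 10^8 /mL virus, overnight at 37 C). Rate constants from 2-min kinetic reads post-stimulation, normalised to positive and negative controls.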
Mito fusion yeast – qHTS Assay for Small Molecule Inhibitors of Mitochondrial Division or Activators of Mitochondrial Fusion; S. cerevisiae fusion-defective mutant growth rescue, CellTiterGlo 48 h; Potency, µM (doses to about 46.1 µM), without a hit: at the top dose growth rescue (activation), most hits filed as activators; AID 485298, 2010; 320,000 compounds, 0.23% hits;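 further: potency means the concentration at half of the fitted maximal effect; % of control where 0% means no effect; nearly all actives have a fitted effect of over 45% in size; temperature-sensitive fusion mutants such as fzo1-1 at 37 °C on non-fermentable ethanol glycerol medium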
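Read-out: ATP-based luminescence (CellTiterGlo, 10 min ambient) reporting growth of fusion-defective ts yeast after 48 hours at 37C on glycerol/ethanol YPEG medium in the presence of compound.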
* hit, by the source's call; ? = inconclusive; . = not tested or not shown; [ ] = remark or other dose. Unless noted, the call rests on the fitted dose curve; in most records, active means well fitted curve in the direction sought with a large enough effect; inconclusive means small, poorly fitted or top-dose-only effect, or another doubt; inactive means no such curve, though single readings can be large; an effect the other way counts as inactive or inconclusive. These rows are one share of the data; count on the stated rates, not on these rows.

Structure,hERG WT inh,A-T KAP1 phos,TRPV1 agonist,ELG1 repair inh,USP2a inh,TCR act,TSHR antag,Eya2 phos inh,KCNH2 3.1 inh,Mito fusion yeast
CCOc1ccc2nc(NC(=O)CSCC(=O)Nc3cc(C)on3)sc2c1,4.1,-3.5%,1.1,?,-0.4%,1.4%,4.0,-17.8%,0.8,0.6%
CC1CN(S(=O)(=O)c2cccc(C(=O)N(C)C3CCN(C)CC3)c2)CC(C)O1 (stereo not drawn),-21.6,6.0%,-3.3,-1.8%,-0.1%,.,27.5,-5.2%,-1.5,-5.3%
COc1ccccc1-n1ccnc(SCC(=O)NCc2ccccc2Cl)c1=O,-6.7,5.6%,-2.7,?,-0.8%,-0.4%,10.5,12.2%,-2.6,18.3%
Cc1cc2oc(=O)cc(CN3CCCCC3C)c2c(C)c1Cl (stereo not drawn),-4.1,3.4%,9.7,12.3%,3.1%,-0.7%,-6.7,3.8%,4.0,-0.1%
COc1ccc(C(C)=O)cc1CSc1nc2ccccc2c(=O)n1-c1cccc(C)c1,0.5,-1.0%,-0.3,?,0.3%,4.0%[46.1 µM],3.1,-3.4%,-4.7,9.6%
Cc1ncc([N+](=O)[O-])n1CC(=O)Nc1cccc(C(F)(F)F)c1,-1.5,1.3%,18.4,-3.5%,-0.9%,6.9%,13.0,4.9%,2.0,0.4%
C(=N\Nc1nc2ccccc2[nH]1)/c1ccc2c(c1)OCCO2,-0.5,-2.0%,6.1,?,1.7%,-3.8%,-4.0,-23.1%,2.5,4.5%
N#C/C(C(N)=O)=C1/SC=C(c2ccccc2)N1c1ccccc1,1.4,1.3%,2.5,?,2.3%,-3.1%,-5.0,-20.6%,9.8,0.2%
CCCCCCNC(=O)CC(NS(=O)(=O)c1ccc(NC(C)=O)cc1)C(C)C (stereo not drawn),-4.7,-0.9%,-1.4,6.1%,2.6%,1.8%,0.5,20.2%,-27.5,2.8%
CN(C)c1ccc(S(=O)(=O)NCC(=O)NCc2ccccc2)cc1[N+](=O)[O-],-0.9,-17.5%,18.2,-3.0%,-0.9%,0.7%,-6.7,?,-10.3,11.0%
S=C(c1ccc(N2CCOCC2)cc1)N1CCOCC1,10.8,1.4%,-2.7,?,0.7%,-58.6%,11.1,-18.1%,-2.2,-0.6%
Cc1ccc(C2CC(c3cccs3)=NN2S(=O)(=O)c2ccc(C)cc2)cc1 (stereo not drawn),-3.6,-0.8%,6.5,2.0%,-6.0%,2.4%[46.1 µM],6.5,-14.7%,-4.0,18.3%
CCN(CC(=O)Nc1ccccc1SC)Cc1nc2ccccc2c(=O)[nH]1,-11.7,13.5%,0.4,3.9%,5.4%,0.5%,-5.0,0.2%,8.8,1.6%
Cc1cc(-n2c(SCC(=O)Nc3ccc(Br)cc3)nc3n[nH]c(C)c3c2=N)ccc1Cl,-5.8,3.5%,-1.3,2.2%,6.5%,-6.7%,-4.5,-9.8%,9.7,-9.2%
O=C1C(O)CC2c3ccccc3CC3(CCCC3)N12 (stereo not drawn),-2.5,1.6%,0.7,-5.8%,2.4%,-4.4%,7.3,6.5%,3.1,-2.6%
COc1ccc2[nH]cc(C3N4CC5(C)CN3CC(C)(C4)C5=O)c2c1 (stereo not drawn),-10.3,12.4%,-4.5,15.4%,-5.8%,0.3%,1.8,-11.5%,-0.3,0.0%
COc1ccccc1-c1nc2c3ccccc3nc(=S)n2[nH]1,.,-2.5%,1.4,8.2%,-0.5%,-3.6%,1.6,-13.4%,1.9,-11.5%
CC1=C(C(=O)N2CCCC(C(=O)c3cccc4ccccc34)C2)OCCO1 (stereo not drawn),-23.1,2.6%,0.4,-20.1%,0.9%,-2.0%,-7.1,3.9%,-6.9,10.1%
Cn1c(=O)c2c(ncn2CC(=O)OCC(=O)Nc2ccccc2)n(C)c1=O,-20.8,-2.2%,-0.4,5.5%,1.3%,8.6%,-4.0,-0.9%,7.2,-0.6%
Cc1ccc(CC(=O)Nc2cccc([N+](=O)[O-])c2)cc1,.,3.0%,?,-20.6%,1.3%,5.9%,-5.2,7.6%,-13.4,1.0%
CCOc1ccc(CN2CCN(Cc3ccc(C)o3)CC2CCO)cc1 (stereo not drawn),.,2.6%,-0.7,1.2%,-0.5%,1.6%,1.0,-3.6%,-39.5,6.4%
Cc1nc2nc(C)c(NS(=O)(=O)c3ccc(CC(C)C)cc3)c(=O)n2[nH]1,-3.1,3.7%,3.1,13.4%,-0.9%,-0.7%,24.4,-13.0%,21.3,13.0%
Cc1nc2c(C)cccn2c1/C(O)=C1\C(=O)C(=O)N(CCN2CCOCC2)C1c1cccs1 (stereo not drawn),-17.8,-1.2%,3.8,-0.7%,0.5%,1.4%,-13.5,1.6%,-20.3,-3.2%
CC1CCN(C(=O)CSc2nnc(-c3cccnc3)o2)CC1,2.4,-0.3%,18.0,?,-5.0%,-2.2%,10.5,-14.0%,-8.6,4.5%
COc1cccc(C(C(=O)NCC2CCCO2)N(C(=O)Cn2nnc3ccccc32)c2ccccc2C(C)=O)c1OC (stereo not drawn),-3.4,-4.1%,3.0,3.9%,2.0%,-1.7%,10.7,-13.7%,8.4,-5.9%
N#C/C(=N\Nc1ccc(Cl)cc1)C(N)=S,-12.1,-7.6%,-2.0,9.2µM*,1.3%,-0.6%,-28.5,-9.7%,-11.7,-9.9%
CCCCn1c(O)c(N=NC(=O)c2ccco2)c2ccccc21,-2.9,.,?,?,3.5%,3.6%[46.1 µM],-10.7,-19.0%,-16.8,22.6%
COc1ccc(-c2ccc(NC(=O)c3ccco3)cc2)nn1,-0.9,-2.2%,-2.0,?,1.0%,1.1%,2.8,-28.6%,1.1,-15.9%
CC(=O)Nc1ccc(NC(=O)CSc2nc3nc(-c4cccs4)cc(C(F)(F)F)c3c(=O)[nH]2)cc1,-4.1,-1.4%,-2.4,-13.3%,8.3%,6.2%,0.6,2.1%,6.8,-1.1%
CCOC(=O)N1CCN(c2cc(=O)n(-c3ccc(OCC)cc3)c(=O)[nH]2)CC1,-2.6,4.5%,5.9,9.4%,3.6%,-4.7%,-8.3,0.4%,4.5,8.2%
CCN(C(=O)C(C)Cl)c1ccccc1 (stereo not drawn),-27.7,0.6%,-4.1,-2.4%,0.1%,-6.7%,1.6,-14.9%,5.2,2.7%
O=C(NC(CO)c1ccccc1)c1ccco1 (stereo not drawn),-3.4,.,0.2,5.7%,4.8%,0.6%,-5.3,-14.9%,-3.8,-1.2%
CCOc1ccccc1N1CCN(C(=O)c2ccc(Cl)c(S(=O)(=O)N3CCCCC3)c2)CC1,-1.7,7.9%,13.1,23.1µM*,-0.1%,0.8%,-25.1,2.0%,15.3,19.8%
Cc1ccccc1N=C1NC(=O)/C(=C/c2cccn2-c2cccc(C(=O)O)c2)S1,-10.3,0.2%,4.6,1.7%,3.3%,3.3%,-22.8,7.8%,9.7,-0.4%
O=C(OCn1nnc2ccccc2c1=O)c1ccc2ncsc2c1,-2.4,5.1%,9.1,?,-1.0%,-7.3%,11.3,-1.6%,-2.6,-2.5%
CCOC(=O)N1CCC(NC(=O)c2cc3sccc3n2CC)CC1,-9.6,-1.0%,-2.0,-8.5%,-5.5%,-1.9%,8.7,2.0%,-7.7,-6.6%
